# tim10-1 inh – growth inhibitors of tim10-1 mutant yeast, primary screen, luminescence, uHTS; inhibition, % at 20 µM; AID 463190, 2010; 330,000 tested, 2.2% active; S. cerevisiae tim10-1 ts strain growth, BacTiter-Glo, 24 h;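 active = inhibition of at least 40%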;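 also: mutant grown at 25 °C; 0% = DMSO wells with yeast and 100% = wells holding no yeast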
# hIAP act – human IAP activators, primary screen, biochemical, luminescence, uHTS | 330,000 tested, 0.16% active | purified human IAP, CDP-Star luminescence, 30 min; active compounds read high; 1 = vehicle-only enzyme, 0 = enzyme-free background | Intestinal-type alkaline phosphatase (Homo sapiens), P09923 | AID 2524, 2010 | activation factor at 10 µM;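 active = activation factor of the enzyme at least 2-fold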; also: the source names both 10 and 20 µM as test concentration; values of inactives mirror those of a sister screen read the other way
# Target sequence (P09923 whole entry, looked up): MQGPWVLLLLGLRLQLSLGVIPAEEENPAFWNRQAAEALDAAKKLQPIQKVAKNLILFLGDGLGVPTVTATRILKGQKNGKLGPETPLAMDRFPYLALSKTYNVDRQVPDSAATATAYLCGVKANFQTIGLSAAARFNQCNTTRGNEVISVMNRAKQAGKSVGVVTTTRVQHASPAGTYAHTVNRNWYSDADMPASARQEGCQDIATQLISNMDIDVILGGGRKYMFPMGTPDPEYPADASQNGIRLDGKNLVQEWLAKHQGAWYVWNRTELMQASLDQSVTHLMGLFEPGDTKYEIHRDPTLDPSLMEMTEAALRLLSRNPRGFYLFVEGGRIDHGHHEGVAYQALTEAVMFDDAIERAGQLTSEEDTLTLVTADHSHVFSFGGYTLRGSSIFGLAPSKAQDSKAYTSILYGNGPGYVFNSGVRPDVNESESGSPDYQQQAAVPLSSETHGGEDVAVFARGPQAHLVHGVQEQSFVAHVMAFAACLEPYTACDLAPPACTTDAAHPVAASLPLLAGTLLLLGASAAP
# ATG4B inh – ATG4B protease inhibitors, primary screen, biochemical, fluorescence, uHTS; Cysteine protease ATG4B (Homo sapiens), Q9Y4P1; ATG4B cleavage of LC3-PLA2, NBD-HPC fluorescence, 1 h; inhibition, % at 8.33 µM; 340,000 tested, 0.51% active; in the data active = inhibition above about 40%
# Target sequence (Q9Y4P1 whole entry, looked up): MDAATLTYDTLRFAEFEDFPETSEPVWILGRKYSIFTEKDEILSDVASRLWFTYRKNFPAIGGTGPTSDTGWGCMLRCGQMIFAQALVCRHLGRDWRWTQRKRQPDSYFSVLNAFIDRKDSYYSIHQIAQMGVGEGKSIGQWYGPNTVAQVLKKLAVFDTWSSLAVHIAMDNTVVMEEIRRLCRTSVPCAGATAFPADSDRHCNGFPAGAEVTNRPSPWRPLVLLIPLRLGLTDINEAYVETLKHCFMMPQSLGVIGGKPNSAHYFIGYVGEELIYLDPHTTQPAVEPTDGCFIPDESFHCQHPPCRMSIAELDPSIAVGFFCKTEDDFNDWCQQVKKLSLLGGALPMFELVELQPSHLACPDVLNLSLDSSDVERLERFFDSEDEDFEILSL
# NLRP3 yeast inh – NALP3 inflammasome inhibitors in reconstituted yeast, primary screen, luminescence, uHTS | inhibition, % at 10 µM | 330,000 tested, 0.39% active | Yeast reconstituted NLRP3/ASC/caspase-1, beta-gal luminescence, 24 h;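 active = inhibition of 50% or more; inactive = inhibition below 50%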;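 also: plate controls were induced DMSO wells for no effect and uninduced yeast grown without galactose for full effect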
# Apaf-1 inh – inhibitors of human Apaf-1 apoptosome, primary screen, biochemical, DEVD-Rh110 fluorescence, uHTS. Apoptotic protease-activating factor 1 (Homo sapiens), O14727. reconstituted apoptosome caspase-3 activity. inhibition, % at 20 µM. 330,000 tested, 0.71% active; active = inhibition of at least 40% at 20 µM;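 also: plate controls were DMSO wells for no effect and DEVD-CHO caspase inhibitor wells for full effect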
#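 Material: reconstituted apoptosome with Apaf-1, cytochrome c, caspase-9, procaspase-3, dATP / Buffer or medium: pH 7.5 Hepes buffer with CHAPS, BSA, DTT / Also added: cytochrome c with DEVD-Rh110 / Schedule: compound with Apaf-1, dATP, procaspase-3 30 min, then 50 min reaction, room temperature / Technique: rhodamine 110 fluorescence at Ex 480/Em 540 nm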
# TIM10 inh – growth inhibitors of isogenic TIM10 control yeast, primary screen, counter-screen for tim10-1 yeast inhibitor project, luminescence, uHTS | AID 463195, 2010 | S. cerevisiae TIM10 strain growth, BacTiter-Glo luminescence, 24 h | inhibition, % at 10 µM | 330,000 tested, 1.4% active;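 active = inhibition of 40% or more at the single tested concentration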;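 also: wild-type TIM10 isogenic control strain grown at permissive 25 °C; 0% = DMSO yeast wells and 100% = minimal medium wells without yeast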
# mIAP inh – inhibitors of mouse IAP, primary screen, biochemical, luminescence, uHTS; purified mouse IAP, CDP-Star luminescence, 30 min; inhibition, % at 10 µM; 330,000 tested, 0.2% active; AID 2806, 2010;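 active = inhibition of at least 40% at 10 µM in the primary screen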;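 also: plate controls were DMSO with enzyme for no effect and no enzyme wells for full effect; values of inactives mirror those of a sister screen read the other way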
# mIAP act – activators of mouse IAP, primary screen, biochemical, luminescence, uHTS. 330,000 tested, 0.24% active. AID 2805, 2010. muIAP, CDP-Star luminescence, 30 min; active compounds read high; 1 = vehicle-only enzyme signal, 0 = enzyme-free wells. activation factor at 10 µM;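 active = activation factor of at least 2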; also: the source names both 10 and 20 µM as test concentration; values of inactives mirror those of a sister screen read the other way
#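 Assay system: mouse IAP enzyme / Compound: DMSO-dissolved test compounds / Timing: 30 min, room temperature / Measured by: luminescence from enzymatic CDP-Star hydrolysis / Control set: DMSO-only wells, enzyme-free buffer wells as negative control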
# hIAP inh – human IAP inhibitors, primary screen, biochemical, luminescence, uHTS | purified IAP, CDP-Star luminescence, 30 min | inhibition, % at 10 µM | 330,000 tested, 0.12% active | AID 2544, 2010;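 active = inhibition reaching a set limit with compound at 10 µM in the primary screen, cut at about 35% in these data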;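 also: plate controls were DMSO wells with enzyme for no effect and no-enzyme buffer wells for full effect; values of inactives mirror those of a sister screen read the other way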
# The depositor's hits bear a star; nt = not tested or not shown.
SMILES,tim10-1 inh,hIAP act,ATG4B inh,NLRP3 yeast inh,Apaf-1 inh,TIM10 inh,mIAP inh,mIAP act,hIAP inh
CN1C(=O)C(=Cc2ccccc2OCc2ccccc2Cl)C(=O)N(C)C1=O,12,1.2,50*,17,14,36,4,0.96,-19
CC(C(=O)N1CCC2(CC1)OCCO2)C1Sc2ccccc2NC1=O (stereo not drawn),17,0.86,nt,12,7,9,-3,1,14
CC(Cc1ccccc1)NC(=O)Cc1ccc(N(C)C)cc1 (stereo not drawn),17,0.93,-1,8,9,-6,5,0.95,7
CCN(CC)C(=O)c1ccc(NC(=O)c2sccc2-c2ccccc2)cc1,11,1.1,-2,5,11,3,7,0.93,-14
CCc1ccc(/C=C(/C#N)C(N)=S)cc1,6,1,-1,-5,9,8,25,0.75,-5
COc1ccc(-n2c(-c3ccccc3Br)nc3ccccc3c2=O)cc1,31,0.86,6,-3,6,27,0,1,14
C/C=C1\CN2[C@H]3C[C@@]45c6ccccc6N(C)[C@H]4[C@@H]2CC1C3[C@H]5O (stereo partly drawn),20,1.2,0,5,3,7,-21,1.2,-20
C[N+]1(C)C2CCC1CC(OC(=O)c1c[nH]c3ccccc13)C2 (stereo not drawn),-6,1,2,22,-3,-5,-11,1.1,-2
CCOC(=O)c1cccc([P+](=O)O)c1,7,1,6,18,5,4,-1,1,-2
O=C(C[N+]12CCC(CC1)C(OC(=O)c1ccccc1)C2)c1ccc([N+](=O)[O-])cc1 (stereo not drawn),14,0.86,4,15,-16,13,0,1,14
Cc1cccc(NC2=NCCCS2)c1C,-15,1,3,2,-7,-5,-3,1,0
c1ccc2c(CN3CCN(C4CCCCC4)CC3)c[nH]c2c1,25,0.94,-14,2,13,0,1,0.99,6
COc1ccc(C2NCc3ccc4c(c3-n3cccc32)OCO4)cc1OC (stereo not drawn),39,1.1,1,14,17,14,-14,1.1,-14
COC(=O)C(O)(c1ccc(N(C)C(=O)c2cccs2)cc1)C(F)(F)F (stereo not drawn),16,1.1,-5,-8,12,-9,-1,1,-11
CN(C)/C=C1/C(=O)NC(=O)N(CCNc2ncc(C(F)(F)F)cc2Cl)C1=O,-8,1.2,7,11,3,-6,2,0.98,-22
CCc1ccc(C2=NN(CCC(=O)N3CCC4(CC3)OCCO4)C(=O)CC2)cc1,-8,1,7,12,-11,33,3,0.97,-1
CCc1cc(=O)oc2cc(C)cc(OCC(=O)N3CCC(C(=O)O)(c4ccccc4)CC3)c12,-13,1,-1,1,-6,5,1,0.99,-3
O=C(c1cc(C(=O)NCc2ccc(Cl)cc2)c(=O)n(Cc2ccc(Cl)cc2)c1)c1cc(F)ccc1O,30,1.1,-3,-8,-10,8,20,0.8,-14
CCOC(=O)c1ccc(N=Cc2c(O)n(-c3ccccc3F)c(=S)[nH]c2=O)cc1,-24,1.1,-1,8,-2,-15,6,0.94,-5
O=C(O)C(Cl)Cl,-4,1,nt,3,10,0,-2,1,-2
COC(=O)C1=C(c2ccc(OC)c(OC)c2)C[C@@H]2CC[C@H]1N2C(=O)NCc1cccc2ccccc12,20,1.2,6,11,21,6,-1,1,-18
Cc1ccc(NC(=O)c2cc(-c3ccccc3)n(CCCN3CCOCC3)c2C)cc1,17,1,-16,11,-5,20,-7,1.1,-4
O=C(Cn1c(=O)n(CC2CS2)c2ccccc21)N1CCCCC1 (stereo not drawn),-11,1.1,2,-5,-1,-8,1,0.99,-12
CCCCCCC(=O)c1c(O)n(-c2ccccc2OC)c(=O)[nH]c1=O,5,1.1,-3,13,-3,4,13,0.87,-6
COC(=O)C1=C(c2cccc(OCc3ccccc3)c2)C[C@@H]2CC[C@H]1N2C(=O)NCCCOC(C)C,24,1,0,11,27,19,-6,1.1,-4

# Whole records from above.
# Entry for COC(=O)C(O)(c1ccc(N(C)C(=O)c2cccs2)cc1)C(F)(F)F (stereo not drawn) → tim10-1 inh = 16; hIAP act = 1.1; ATG4B inh = -5; NLRP3 yeast inh = -8; Apaf-1 inh = 12; TIM10 inh = -9; mIAP inh = -1; mIAP act = 1; hIAP inh = -11
# Entry for COc1ccc(C2NCc3ccc4c(c3-n3cccc32)OCO4)cc1OC (stereo not drawn) → tim10-1 inh = 39; hIAP act = 1.1; ATG4B inh = 1; NLRP3 yeast inh = 14; Apaf-1 inh = 17; TIM10 inh = 14; mIAP inh = -14; mIAP act = 1.1; hIAP inh = -14

# Additional structures follow:
SMILES,tim10-1 inh,hIAP act,ATG4B inh,NLRP3 yeast inh,Apaf-1 inh,TIM10 inh,mIAP inh,mIAP act,hIAP inh
O=C1C2CCCN2C(c2cccnc2)N1c1ccc(Cl)c(Cl)c1 (stereo not drawn),-6,0.91,-4,5,-1,-13,5,0.95,9
O=[N+]([O-])[N-][n+]1cnn(Cc2ccc(Cl)cc2)c1,5,1.3,2,10,3,-12,-6,1.1,-29
CC(=O)O[C@@]12CO[C@@H]1C[C@H](OC1OCC(O)C(O)C1O)[C@@]1(C)C(=O)[C@H](O)C3=C(C)[C@@H](OC(=O)[C@H](O)[C@@H](NC(=O)c4ccccc4)c4ccccc4)C[C@@](O)([C@@H](OC(=O)c4ccccc4)C12)C3(C)C (stereo partly drawn),36,1.2,-18,-3,6,7,-39,1.4,-20
COC(=O)C1=C(c2ccc(F)cc2OCc2ccccc2)C[C@@H]2CC[C@H]1N2C(=O)NCc1ccccc1,13,0.95,9,5,23,9,-27,1.3,5
CC[N+](C)(CC)CCCOC(=O)C(O)(c1ccccc1)C1CCCCC1 (stereo not drawn),3,0.97,5,16,5,4,6,0.94,3
CC1CCN(CC#CCOc2ccc(Cl)cc2)CC1,-15,1.5,0,33,0,-9,-5,1.1,-46
CC(=O)N1CN2CN(C(C)=O)CC(C(=O)c3ccccc3)(C2)C1,17,0.93,-9,-9,-2,3,5,0.95,7
CCCCn1c(O)c(C=NCc2ccc3c(c2)OCO3)c(=O)[nH]c1=O,5,1.2,-7,33,3,-7,6,0.94,-18
Nc1ccc2c(c1)oc1ccccc12,13,1.1,0,13,-14,-5,14,0.85,-9
COc1ccc(CCn2c(O)c(C=Nc3ccc(NC(C)=O)cc3)c(=O)[nH]c2=O)cc1OC,-6,1.1,10,15,8,13,4,0.95,-14
COc1cc(C2SCC(=O)Nc3c2c(=O)[nH]n3C2CCCCCC2)cc(OC)c1OC (stereo not drawn),4,1,4,1,-5,16,1,0.99,-2
CNC(=O)Oc1ccc(N(C)C)cc1C(C)C,-5,1.1,-7,13,3,-5,-6,1.1,-12
O=C1CN=C(c2ccccc2)c2ccccc2N1,-8,0.93,-4,3,-2,6,0,1,7
O=c1[nH]c(=O)n(Cc2ccco2)c(O)c1C=NC1CC1,5,1.1,-8,14,5,-8,4,0.96,-9
O=[N+]([O-])c1ccc(N2CCNCC2)c(Cl)c1,2,0.81,-5,6,-11,-5,6,0.94,19
COc1ccc(CNCCc2ccc(Cl)cc2)c(OC)c1OC,4,1.3,-2,13,-10,-8,0,1,-31
CCNc1nc(NC(C)(C)C)nc(SC)n1,16,1.1,-7,12,-4,1,3,0.97,-5
COC(=O)C1=C(c2cccc(Cl)c2)C[C@@H]2CC[C@H]1N2C(=O)NCC1CC1,23,1.2,-2,0,18,-10,-4,1,-20
O=C(Oc1ccc([N+](=O)[O-])cc1)N1CCC(N2CCCCC2)CC1,-15,0.91,-7,5,-5,-4,2,0.98,9
COc1ccc(C2CN(C)CC2C(=O)c2ccc(F)cc2)cc1Cl (stereo not drawn),16,0.92,2,13,-6,-5,7,0.93,8
Oc1ccc2c3c1OC1c4oc5ccccc5c4C[C@@]4(O)[C@@H](C2)N(CC2CC2)CC[C@]314 (stereo partly drawn),13,0.89,-2,7,-5,3,-8,1.1,12
COC(=O)C1=Nc2ccccc2/C1=C\c1c(O)n(C)c(=O)n(C)c1=O,-7,1.3,-6,32,-20,11,-4,1,-25
CC1(C)CN=C(Nc2nc3ccccc3s2)S1,10,0.95,-3,27,0,-28,-4,1,5
Cc1ccc(-n2c(O)c(C=NC3CCCCC3N)c(=O)[nH]c2=O)cc1C (stereo not drawn),4,1.3,-2,2,-5,8,-2,1,-32
Fc1ccc(NC2=NCCS2)cc1Cl,9,1.1,-8,-5,4,-3,1,0.99,-10
CCOP(=O)(OCC)C(NC(=O)c1ccc(C)cc1)C(Cl)(Cl)Cl (stereo not drawn),18,0.98,-5,-1,4,13,1,0.99,2
O=C1NC(=O)N(Cc2ccco2)C(=O)/C1=C\c1cccn1CCOc1ccccc1,18,1.1,5,8,1,25,41*,0.59,-10
CC1[C@H]2Cc3ccc(O)cc3[C@]1(C)CCN2CCc1ccccc1 (stereo partly drawn),15,0.94,1,6,-9,9,2,0.98,6
CC1(C)CC(n2[nH]c(=O)c3c2NC(=O)CSC3c2ccccc2)CCO1 (stereo not drawn),21,1.3,1,24,-7,5,-7,1.1,-30

# Among those listed so far, 10 have an NH in an aromatic ring.
SMILES,tim10-1 inh,hIAP act,ATG4B inh,NLRP3 yeast inh,Apaf-1 inh,TIM10 inh,mIAP inh,mIAP act,hIAP inh
C[N+]1(C)C2CCC1CC(OC(=O)c1c[nH]c3ccccc13)C2 (stereo not drawn),-6,1,2,22,-3,-5,-11,1.1,-2
c1ccc2c(CN3CCN(C4CCCCC4)CC3)c[nH]c2c1,25,0.94,-14,2,13,0,1,0.99,6
CCOC(=O)c1ccc(N=Cc2c(O)n(-c3ccccc3F)c(=S)[nH]c2=O)cc1,-24,1.1,-1,8,-2,-15,6,0.94,-5
CCCCCCC(=O)c1c(O)n(-c2ccccc2OC)c(=O)[nH]c1=O,5,1.1,-3,13,-3,4,13,0.87,-6
CCCCn1c(O)c(C=NCc2ccc3c(c2)OCO3)c(=O)[nH]c1=O,5,1.2,-7,33,3,-7,6,0.94,-18
COc1ccc(CCn2c(O)c(C=Nc3ccc(NC(C)=O)cc3)c(=O)[nH]c2=O)cc1OC,-6,1.1,10,15,8,13,4,0.95,-14
COc1cc(C2SCC(=O)Nc3c2c(=O)[nH]n3C2CCCCCC2)cc(OC)c1OC (stereo not drawn),4,1,4,1,-5,16,1,0.99,-2
O=c1[nH]c(=O)n(Cc2ccco2)c(O)c1C=NC1CC1,5,1.1,-8,14,5,-8,4,0.96,-9
Cc1ccc(-n2c(O)c(C=NC3CCCCC3N)c(=O)[nH]c2=O)cc1C (stereo not drawn),4,1.3,-2,2,-5,8,-2,1,-32
CC1(C)CC(n2[nH]c(=O)c3c2NC(=O)CSC3c2ccccc2)CCO1 (stereo not drawn),21,1.3,1,24,-7,5,-7,1.1,-30

# An excerpt. The share of hits here may be higher or lower than overall.
